# From PubChem
# STK33 inh = human STK33 kinase inhibition. purified STK33, MBP phosphorylation, ADP-Glo luminescence. inhibition, % at 10 µM. 0.073% of 320,000 active;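 active = inhibition at or above 25%, using the most active replicate where run in duplicate; inactive = inhibition below 25%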
# Target sequence (Q9BYT3 whole entry, looked up): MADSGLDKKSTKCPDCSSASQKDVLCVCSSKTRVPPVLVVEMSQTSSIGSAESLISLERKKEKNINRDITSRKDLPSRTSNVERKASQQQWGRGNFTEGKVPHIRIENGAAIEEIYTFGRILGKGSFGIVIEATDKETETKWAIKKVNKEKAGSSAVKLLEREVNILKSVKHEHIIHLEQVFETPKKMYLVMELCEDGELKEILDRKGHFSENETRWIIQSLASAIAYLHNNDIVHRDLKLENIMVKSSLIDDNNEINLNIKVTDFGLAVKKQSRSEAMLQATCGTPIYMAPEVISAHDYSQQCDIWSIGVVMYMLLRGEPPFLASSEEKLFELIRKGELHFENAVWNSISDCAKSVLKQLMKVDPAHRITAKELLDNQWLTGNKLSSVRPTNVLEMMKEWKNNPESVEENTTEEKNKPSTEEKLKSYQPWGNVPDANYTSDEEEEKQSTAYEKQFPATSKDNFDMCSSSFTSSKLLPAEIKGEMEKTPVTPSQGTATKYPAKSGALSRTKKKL
# Kir21 block = Kir2.1 (mouse) channel inhibition | P35561 | HEK293-Kir2.1, FluxOR thallium flux fluorescence; stronger effect = lower value | B-score at 10 µM | 0.85% of 310,000 active | AID 1672;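 active = fluorescence ratio B-score at or below minus 3 SD of library scores, with starting-brightness B-score within 2 SD, cut at about -4.2 in these data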;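 note: channel flux triggered by added potassium and thallium sulfate stimulus; B-score of peak minus minimum fluorescence over baseline after thallium stimulus; more negative B-score means stronger Kir2.1 block with less thallium influx; some compounds called inactive have numbers as strong as hits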
# Target sequence (P35561 whole entry, looked up): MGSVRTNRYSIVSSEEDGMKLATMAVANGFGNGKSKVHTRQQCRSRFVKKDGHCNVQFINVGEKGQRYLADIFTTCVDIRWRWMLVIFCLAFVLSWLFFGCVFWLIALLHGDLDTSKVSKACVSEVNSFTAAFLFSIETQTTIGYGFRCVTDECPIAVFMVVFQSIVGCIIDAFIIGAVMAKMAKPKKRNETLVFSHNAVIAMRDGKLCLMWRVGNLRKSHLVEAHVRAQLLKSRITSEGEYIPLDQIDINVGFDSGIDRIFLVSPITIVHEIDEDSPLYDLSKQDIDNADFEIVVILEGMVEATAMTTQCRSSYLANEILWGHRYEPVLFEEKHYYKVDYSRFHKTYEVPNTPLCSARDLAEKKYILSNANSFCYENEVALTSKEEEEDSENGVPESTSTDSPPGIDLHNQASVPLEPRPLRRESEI
# * = called active by the depositor; . = not tested or not shown.
SMILES,STK33 inh,Kir21 block
OCCC1CN(Cc2cnc(-c3ccccc3)s2)CCN1CCc1ccccc1 (stereo not drawn),-0.8,-2.3
Cc1c(C(=O)NNC(=O)Nc2ccc([N+](=O)[O-])cc2)oc2ccccc12,0.0,-0.06
O=[N+]([O-])c1ccccc1S(=O)(=O)Nc1ccc(S(=O)(=O)N2CCOCC2)cc1,-1.2,0.09
CCOC(=O)C1C2C=CC3(CN(c4cccc(Cl)c4)C(=O)C13)O2 (stereo not drawn),1.5,-0.07
O=C(O)C1CCCCC1C(=O)NCCCN1CCOCC1 (stereo not drawn),-1.4,0.05
O=c1oc2ccccc2c2c1C(O)CO2 (stereo not drawn),0.1,0.38
Cc1ccc(NC(=O)CCCn2nc(C)c3c(C)n(-c4ccccc4)nc3c2=O)c(Cl)c1,2.7,-0.44
O=C(/C=C/c1ccccc1)Nc1cc(S(=O)(=O)N2CCOCC2)ccc1N1CCCC1,-2.1,3.1
CCOC(=O)c1c(C)nc2sc3c(=O)n(-c4ccc(C(C)=O)cc4)cnc3c2c1-c1ccc(OC)cc1,-1.3,0.01
Cn1cc([N+](=O)[O-])c(C(=O)Nc2nccs2)n1,0.1,-0.12
Cc1ccc(Cn2c(C(C)Nc3nc(-c4ccc(Cl)c([N+](=O)[O-])c4)cs3)nc3cc(C(F)(F)F)ccc32)cc1 (stereo not drawn),0.9,0.43
CC(C)[C@H]1CN(C)CCN1Cc1cn(C)nc1-c1cccc(Cl)c1,-1.7,-1.1
O=C(Nc1ccc(Br)c(C(F)(F)F)c1)c1ccc(C(F)(F)F)cc1,0.0,0.81
Cc1ccc([C@@H]2[C@@H]3C(=O)N(C)C(=O)[C@@H]3[C@]3(Cc4ccccc4)C(=O)N(Cc4ccccn4)CC(=O)N23)o1,-1.9,-1.4
FC(F)(F)c1cc(N2CCOCC2)nc(-c2ccccc2)n1,-0.7,0.1
NS(=O)(=O)OCCCCCc1ccccc1,-0.2,0.21
Cc1ncc(CSc2nccc(=O)[nH]2)c(CO)c1O,-0.6,-1.5
CCOc1ccccc1CNCC1CCCO1 (stereo not drawn),-0.1,-0.44
Cc1ccc(C)c(Nc2nc3nonc3nc2N2CCOCC2)c1,-1.8,0.95
O=C(NC(=S)NCc1ccco1)c1ccccc1[N+](=O)[O-],-0.6,0.01
CCc1ccc(C(=O)Cn2ncc(Cl)c(Cl)c2=O)cc1,-0.3,0.6
CCOc1cc(C(c2c(C)[nH][nH]c2=O)c2c(C)[nH][nH]c2=O)cc([N+](=O)[O-])c1O,2.2,0.19
COCCN(C(=O)COC(=O)c1cc(C)oc1C)c1c(N)n(Cc2ccccc2)c(=O)[nH]c1=O,-1.6,0.09
CCOC(=O)c1c(C)oc2cc(Sc3ccccc3)c(O)c(O)c12,-1.8,1.9
COC(=O)c1ccccc1NC(=O)NCCc1ccc(OC)c(OC)c1,0.0,-1.6
COc1ccc(CNC(=O)CCCN2C(=O)c3ccccc3C2=O)cc1,-0.3,-2.3
Cc1ccc(-c2csc(NC(=O)c3cccc([N+](=O)[O-])c3)n2)cc1,-2.3,0.12
Cc1cccc(NC(=O)C2CCN(S(=O)(=O)c3cccc4nsnc34)CC2)c1,-0.8,-1.1
COc1ccc2c(c1)C(=O)N(c1ccccc1C)C(=O)C2(C)C,-0.1,2.5
CC1(C)CC(=O)C(CO)=C(c2cccc3ccccc23)C1=O,-2.3,.
CCc1cc(CNC(=O)c2ccc(OC3CCN(CCc4ccccc4)CC3)cc2)on1,-0.1,0.74
COC(=O)c1sccc1NC(=O)CC1C(=O)NCCN1C(=O)Nc1ccc(OCc2ccccc2)cc1 (stereo not drawn),-0.2,0.07
COc1ccc(C2C(C(=O)c3cccs3)=C(O)C(=O)N2c2nncs2)cc1 (stereo not drawn),1.4,-5.7
Cc1cccc(C(=O)c2cccc(C)c2)c1,3.3,0.31
CC(=O)C1=C(O)C(=O)N(c2nccs2)C1c1ccc(F)cc1 (stereo not drawn),-0.2,-1.4
CC(C)CNS(=O)(=O)c1ccc(C(=O)Nc2ccc3c(c2)OCCO3)cc1,0.6,-0.54
COCCCn1c(C(=O)N2CC(C)OC(C)C2)cc2c(=O)n3cccc(C)c3nc21 (stereo not drawn),1.1,0.62
c1cncc(-c2nnc3sc(C4CCCCC4)nn23)c1,-2.0,-0.26
COCCNC(=O)c1cc2c(=O)n3cccc(C)c3nc2n(Cc2ccncc2)c1=N,-0.5,1.4
Cc1cccc(CSCCNC(=O)Nc2ccccc2)c1,-0.3,0.33
COc1ccc(CN(Cc2cc3cccc(C)c3n3nnnc23)C(=O)N2CCOCC2)cc1,-2.7,1.6
Cc1ccccc1OCC(=O)NCCCNC(=O)c1ccccn1,2.0,0.91
COc1ccc(C(=O)N2CCN(C(=O)c3cc(OC)c(OC)c(OC)c3)CC2)cc1,-1.5,-1.1
O=C(Nc1ccncc1)Nc1ccc(Br)cc1Cl,0.2,-1.8
Cn1cccc1CC(=O)N/N=C/C=C/c1ccco1,-0.6,-1.6

# 3 entries picked at random from the list so far:
SMILES,STK33 inh,Kir21 block
Cc1ccccc1OCC(=O)NCCCNC(=O)c1ccccn1,2.0,0.91
COC(=O)c1sccc1NC(=O)CC1C(=O)NCCN1C(=O)Nc1ccc(OCc2ccccc2)cc1 (stereo not drawn),-0.2,0.07
c1cncc(-c2nnc3sc(C4CCCCC4)nn23)c1,-2.0,-0.26

# Next part
SMILES,STK33 inh,Kir21 block
CN(C)c1nc(-c2ccc([N+](=O)[O-])cc2)cs1,-1.5,0.71
CC1CCN(c2nc(NCc3ccco3)nc(N)c2[N+](=O)[O-])CC1,2.8,-0.73
COC(=O)c1ccc(OC)c(CSc2nnc(-c3ccc(C(C)(C)C)cc3)o2)c1,-3.5,0.41
CC(C)C(NC(=O)c1ccccc1F)C(=O)NCCCn1ccnc1 (stereo not drawn),1.1,.
O=C(Nc1ccn([C@H]2CC[C@@H](CO)O2)c(=O)n1)c1ccccc1,-0.2,-0.21
CCOC(=O)CSC(CC)C(=O)Nc1nnc(C(C)C)s1 (stereo not drawn),-0.2,1.2
O=C(ON=C1CCSCC1)c1ccccc1,-1.3,0.08
O=S(=O)(NCC1CCC(NS(=O)(=O)c2c(F)cccc2F)CC1)c1ccc2c(c1)OCCO2 (stereo not drawn),-0.6,.
c1ccc(CN2CCOCC2)cc1,-0.7,0.45
COc1ccc(C(=O)COC(=O)c2ccc(-n3cnnn3)cc2)c(OC)c1,0.8,-0.49
FC(F)(F)c1cccc(N2CCN(C(=S)NC3CCCC3)CC2)c1,-1.4,0.6
COc1ccc(S(=O)(=O)N2CCCN(S(=O)(=O)c3ccc(OC)c(C)c3)CC2)cc1C,0.5,-1.2
COC(=O)C1=C(C)N(Cc2ccccc2)C(=NCC(C)C)N[C@H]1c1cccc(C(F)(F)F)c1,2.1,.
COc1ccc(-c2noc(-c3cccnc3)n2)cc1OC,-0.5,0.82
COC(=O)C1C(=O)CC(C)(O)C(C(=O)OC)C1c1ccc2c(c1)OCO2 (stereo not drawn),0.2,0.68

# Record cards, as listed above:
# CN(C)c1nc(-c2ccc([N+](=O)[O-])cc2)cs1 as listed: STK33 inh: -1.5; Kir21 block: 0.71
# COc1ccc(S(=O)(=O)N2CCCN(S(=O)(=O)c3ccc(OC)c(C)c3)CC2)cc1C as listed: STK33 inh: 0.5; Kir21 block: -1.2
# COc1ccc(-c2noc(-c3cccnc3)n2)cc1OC as listed: STK33 inh: -0.5; Kir21 block: 0.82

# Going on with the list.
SMILES,STK33 inh,Kir21 block
O=C(CNCc1ccncc1)Nc1cc(S(=O)(=O)N2CCCCC2)ccc1Cl,-0.2,-0.92
O=C(NCc1ccco1)c1cccc(NS(=O)(=O)c2ccccc2F)c1,0.5,0.98
O=C(/C=C/c1cccc([N+](=O)[O-])c1)N1CCN(c2ccc(F)cc2)CC1,-1.0,-0.25
CC1C(=O)Nc2ccccc2N1C(=O)c1ccc(Cl)c(Cl)c1 (stereo not drawn),0.5,-3.3
CC(C)(C)n1nnnc1C(c1cccnc1)N1CCOCC1 (stereo not drawn),-1.9,0.24
O=C(Cc1ccc(Cl)cc1)NCCCn1ccnc1,-1.6,0.97
CCOC(=O)N1CCC(NC(=O)c2ccc3c(c2)N(C)CCS3)CC1,-0.3,.
CN(CC(=O)N1CC(=O)N(CCc2ccccc2)C(=O)C1)S(=O)(=O)c1cccc2nsnc12,1.5,1.9
COc1ccc(C(CC(=O)O)n2cnnn2)cc1 (stereo not drawn),0.2,-1.1
CC(Oc1ccc(C#N)cc1)C(=O)c1ccc(F)c(F)c1 (stereo not drawn),1.0,-0.37
CC1CN(C/C(=N\O)C23CC4CC(CC(C4)C2)C3)CC(C)O1 (stereo not drawn),-1.5,0.62
Cn1c(=O)[nH]c(=O)c2c1nc(SCCC(=O)O)n2Cc1cccc(Br)c1,0.1,1.4
COc1ccc(N2CSC3=C(C#N)C(c4ccc(OC)c(OC)c4)CC(=O)N3C2)c(OC)c1 (stereo not drawn),0.4,-1.2
Cc1ccc(NC2=NCC(Cc3ccc(Br)cc3)S2)cc1 (stereo not drawn),0.4,-0.11
CC1(C)C/C(=N\O)C(C(O)c2cccc([N+](=O)[O-])c2)C(C)(C)N1 (stereo not drawn),-2.1,-0.42
Cc1ccc(C(=O)Nc2nc(-c3ccccn3)cs2)cc1S(=O)(=O)N1CCOCC1,-0.3,.
CCC(C)/C(C)=N/NC(=O)c1ccccc1OCCOc1ccccc1 (stereo not drawn),-0.5,-0.15
Cc1c(C(=O)NCc2cccnc2)oc2ccc(S(=O)(=O)N3CC(C)CC(C)C3)cc12 (stereo not drawn),-0.6,-1.6
COc1ccc(C(=O)Nc2ccc(NC(=O)c3cccc(OC)c3)cn2)cc1,0.1,-0.57
Cc1cc(NC(=O)COC(=O)C2CCN(S(=O)(=O)c3ccccc3)CC2)c([N+](=O)[O-])cc1C,0.1,-0.71
CN(C)S(=O)(=O)c1cc(NC(=O)CNCc2ccc(F)cc2)ccc1Cl,-2.8,0.05
O=S1(=O)CCO[C@H]2Cc3ccccc3[C@H]2N1Cc1cccc(Cl)c1,-1.0,-2.4
O=C(c1ccco1)N1CCN(C(=O)C2CCN(S(=O)(=O)c3cccs3)CC2)CC1,0.0,-1.1
COc1ccc(NC(=O)c2[nH]ncc2[N+](=O)[O-])cc1,-2.6,-1
CCC/C(C#CCCN1C(=O)c2ccccc2C1=O)=C1/c2ccccc2C(=O)N1c1ccccc1,-3.5,.
O=C(CN1CCN(c2ccccc2)CC1)Nc1ccccc1C(F)(F)F,-0.8,-0.53
COc1ccc(CNc2nc(-c3cccnc3)nn2C(=O)c2ccco2)cc1,-0.9,-3.5
O=C(CSCc1c(Cl)cccc1Cl)Nc1ccccc1-c1ccccc1,-1.2,0
CC(=O)c1cccc(NC(=O)CSc2nc3ccccc3c(=O)n2CCCN2CCOCC2)c1,-0.7,.
CCN1C(=O)c2ccccc2Sc2ccc(C(=O)NCCC(C)C)cc21,-0.2,-0.23
CCC(CC)c1nnc(NC(=O)c2ccc3c(c2)OCO3)s1,0.4,-0.35
CCc1ccccc1NC(=O)CN(C)C(=O)c1cc(C2CC2)nn1-c1ccccc1,-2.0,.
COCc1nnc(NC(=O)CCN2C(=O)c3ccccc3C2=O)s1,-2.0,0.01
CC(C)CCNC(=O)C(CC(C)C)N(Cc1ccc2c(c1)OCO2)C(=O)c1snc(C(N)=O)c1N (stereo not drawn),-0.4,0.07
COc1ccc(-c2nnc(SCC(=O)c3cc(C)n(Cc4cccs4)c3C)o2)cc1,-1.5,1.1
CN(CC(=O)Nc1cccc(F)c1)CC(=O)Nc1cccc2ccccc12,0.4,.
CCOC(=O)C1CCN(Cc2coc3c(Cl)cc(Cl)cc3c2=O)CC1,-2.4,-1.2
COc1ccc(Cn2nnnc2C(c2cc3ccc(OC)cc3[nH]c2=O)N2CCCCCC2)cc1 (stereo not drawn),-0.4,-0.35
Cc1n[nH]c(C)c1S(=O)(=O)N1CCCC(C(=O)NCC2COc3ccccc3O2)C1 (stereo not drawn),0.0,1.1
CCOC(=O)C1CCN(C(=O)CCn2c(=O)c3cccn3c3cccnc32)CC1,-0.2,0.22
COc1ccc(N2CCN(C(=O)Cn3c(=O)[nH]c4ccsc4c3=O)CC2)cc1,-0.9,-0.52
O=C(Nc1ccc(S(=O)(=O)Nc2ccccn2)cc1)c1cccc(Cl)c1,0.2,0.26
CCOC(=O)c1c(C)nc(C)c(C(=O)OCC)c1-c1cccc(N)c1,0.8,0
Cc1ccc(C(=O)C2CCN(CC(=O)NC3CCCC3)CC2)cc1,1.8,-0.05
CC(OC(=O)Cc1ccsc1)C(=O)Nc1ccc(Cl)cn1 (stereo not drawn),-2.5,0.42

# No new results follow: an excerpt of the list.
SMILES,STK33 inh,Kir21 block
CCC(CC)c1nnc(NC(=O)c2ccc3c(c2)OCO3)s1,0.4,-0.35
CCc1ccccc1NC(=O)CN(C)C(=O)c1cc(C2CC2)nn1-c1ccccc1,-2.0,.
COCc1nnc(NC(=O)CCN2C(=O)c3ccccc3C2=O)s1,-2.0,0.01

# The list goes on:
SMILES,STK33 inh,Kir21 block
CCOC(=O)C1=C(CS(=O)(=O)c2ccc(C)c(C)c2)NC(=O)NC1c1ccc(O)cc1 (stereo not drawn),-3.3,-1.8
CCOc1ccccc1NC(=O)NCc1ccccn1,-0.3,-0.74
CS(=O)(=O)c1ccc(NC(=O)CCCc2nc3ccccc3c(=O)[nH]2)cc1,0.4,1.4
CCN(CC)C1CCN(C(=O)c2cc(COc3ccc(-n4cncn4)cc3)on2)C1 (stereo not drawn),0.9,-1.6
